Source: PubChem (National Center for Advancing Translational Sciences (NCATS))
USP2a inh: blocks human ubiquitin-specific protease USP2a; O75604; USP2 core, Ub-CHOP2 coupled fluorogenic reporter, 485/531; Potency, µM (series often up to 38.3 µM), for inactives: at the top dose activity change, negative = inhibition, most hits filed as inhibitors; hit rate 0.01% among 330,000; AID 463254;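 further: potency means the concentration at half of the fitted maximal effect; plate controls were DMSO wells for no effect and full inhibition by NEM control for full effect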
Target sequence (O75604 whole entry, looked up): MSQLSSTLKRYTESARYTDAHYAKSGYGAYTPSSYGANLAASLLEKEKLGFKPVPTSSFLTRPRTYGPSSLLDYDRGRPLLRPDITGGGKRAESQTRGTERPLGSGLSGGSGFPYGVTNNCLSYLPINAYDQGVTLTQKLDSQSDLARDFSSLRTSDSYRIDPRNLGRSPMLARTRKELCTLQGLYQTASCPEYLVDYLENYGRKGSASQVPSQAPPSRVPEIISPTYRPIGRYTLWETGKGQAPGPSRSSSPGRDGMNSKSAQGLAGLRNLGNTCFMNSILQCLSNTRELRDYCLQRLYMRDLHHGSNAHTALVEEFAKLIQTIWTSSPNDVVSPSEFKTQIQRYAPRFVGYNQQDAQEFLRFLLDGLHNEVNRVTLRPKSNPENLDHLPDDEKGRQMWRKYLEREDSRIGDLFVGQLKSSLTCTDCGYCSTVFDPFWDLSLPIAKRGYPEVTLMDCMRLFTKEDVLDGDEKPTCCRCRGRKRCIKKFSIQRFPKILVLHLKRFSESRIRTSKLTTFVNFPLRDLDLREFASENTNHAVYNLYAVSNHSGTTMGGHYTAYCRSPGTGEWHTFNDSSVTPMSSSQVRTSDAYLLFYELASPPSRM
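USP2 core (10nM final) preincubated 30min RT with compound in 20mM Tris-HCl pH 8.0, 2mM CaCl2, 2mM beta-mercaptoethanol, 0.05% CHAPS; 25nM Ub-CHOP2 plus 25nM reporter substrate added, fluorescence (Ex485/Em531) read after 60min.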
uPA generation: blocks generation of uPA at the cell surface | cell surface uPA generation assay, qHTS | Potency, µM (doses to about 38.3 µM), without a hit: at the highest dose activity change, negative = inhibition, hits mostly inhibitors | hit rate 0.31% among 330,000 | AID 540303; active means well fitted inhibition curve with a large enough effect; inconclusive means small, poorly fitted or top-dose-only effect; inactive means no such curve, though single readings can be large or run the other way; tested in mouse RAW 264.7 cells; further: potency means the concentration at half of the fitted maximal effect; on the % scale 0 is the no-effect control and ±100 the full control effect; nearly all actives have a fitted effect of over 55% in size
TSG101-PTAP inh: blocks PTAP/TSG101 interaction to inhibit HIV-1 budding. Q99816. Fluorescence polarization, FITC-PTAP peptide / Tsg101 binding. Potency, µM (top dose mostly 115 µM), for the others: at the highest dose activity change, negative = inhibition, hits mostly inhibitors. 340,000 tested, under 10 active; active means well fitted inhibition curve with a large enough effect in the main read-out, with a control signal flat, not every such curve was filed as active; inconclusive means small, poorly fitted or top-dose-only effect, or effect the other way, or a change in a side signal; inactive means no such curve, though single readings can be large or run the other way; further: potency means the concentration at half of the fitted maximal effect; % of control where 0% means no effect
Target sequence (Q99816 whole entry, looked up): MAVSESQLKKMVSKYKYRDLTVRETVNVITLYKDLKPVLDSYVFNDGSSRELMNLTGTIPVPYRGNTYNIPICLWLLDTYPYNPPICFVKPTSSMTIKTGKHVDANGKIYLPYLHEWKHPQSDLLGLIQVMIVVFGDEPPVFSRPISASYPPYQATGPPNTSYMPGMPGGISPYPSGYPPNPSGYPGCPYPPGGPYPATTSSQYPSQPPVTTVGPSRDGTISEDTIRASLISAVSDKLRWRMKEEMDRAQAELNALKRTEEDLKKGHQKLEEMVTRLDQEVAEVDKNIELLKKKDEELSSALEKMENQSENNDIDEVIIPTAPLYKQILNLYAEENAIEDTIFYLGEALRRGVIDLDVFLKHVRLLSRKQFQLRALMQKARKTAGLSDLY
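Compounds were pin-transferred onto Tsg101 binding domain (10 uM final) in HEPES pH 7.5 buffer, then FITC-PTAP peptide was added at 50 nM final. After 20 min at RT, polarization reported peptide displacement across a qHTS concentration series.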
Tb PFK block: inhibitors of T. brucei phosphofructokinase; O15648; T. brucei PFK, ADP-Glo luminescence; Potency, µM (top dose mostly 57.5 µM), without a hit: at the highest dose activity, negative = inhibition, most hits filed as inhibitors; hit rate 0.17% among 330,000; AID 485367;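 further: potency means the concentration at half of the fitted maximal effect; 0% = uninhibited 1x PFK enzyme wells and -100% = no-enzyme wells; nearly all actives have a fitted effect of over 60% in size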
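Luminescent ADP detection (ADP-Glo, two-step: ATP depletion then ADP-to-ATP conversion for luciferase) reported PFK activity after 45 min room-temperature reaction of 1.25 nM enzyme with 0.5 mM F6P and 0.1 mM ATP at pH 8.0.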
B2AR arrestin: agonists driving beta-arrestin recruitment to human beta2-adrenergic receptor; Potency, µM (series often up to 46.1 µM), for inactives: at the highest dose activation, most hits filed as activators; hit rate 0.02% among 330,000; P07550; beta-arrestin recruitment to beta2AR, cell-based reporter; AID 492947;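 further: potency means the concentration at half of the fitted maximal effect; 0% = DMSO controls and full agonism = EC100 isoproterenol or metaproterenol; nearly all actives have a fitted effect of over 65% in size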
Mito fusion yeast: blocks mitochondrial division or promotes mitochondrial fusion. S. cerevisiae fusion-defective mutant growth rescue, CellTiterGlo 48 h. Potency, µM (series often up to 46.1 µM), for the others: at the top dose growth rescue (activation), most hits filed as activators. hit rate 0.23% among 320,000. AID 485298;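 further: potency means the concentration at half of the fitted maximal effect; % of control where 0% means no effect; nearly all actives have a fitted effect of over 45% in size; temperature-sensitive fusion mutants such as fzo1-1 at 37 °C on non-fermentable ethanol glycerol medium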
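Growth-rescue viability read-out: after 48 h at the non-permissive 37C in glycerol/ethanol YPEG, yeast mitochondrial fusion mutants are measured by CellTiterGlo luminescence; compounds (23 nl pinned per well) restoring growth score as division inhibitors or fusion activators.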
TCR act: activators of T cell receptors; primary human leukocytes, anti-CD3, IL-2 HTRF, 48 h; Potency, µM (doses to about 9.22 µM), for the others: at the top dose activation of IL-2 secretion, actives largely listed as activators; 330,000 tested, under 10 active; AID 504894; further: % of control where 0% means no effect
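Using a-CD3 beads without co-stimulation, primary human leukocytes were exposed to compounds for 48 hr. An HTRF IL-2 kit measured the cytokine, with europium-to-d2 energy transfer producing emission at 665nm upon 320nm excitation.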
TSHR antagonist: blocks TSH signaling through the human TSH receptor; TSHR-expressing cells, TSH-stimulated cAMP HTRF, 2 h; hits give low values; hit rate 0.2% among 330,000; P16473; activity change, negative = inhibition, % at 11.5 µM;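 active means activity change below a set negative limit, meaning inhibition stronger than a set level, cut at about -70% in these data; inconclusive means activity change between two set negative limits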; further: on the % scale 0 is the no-effect control and ±100 the full control effect
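Cell-based HTRF cAMP assay; TSHR cells + compound, TSH EC80 (4nM final), 2 h, 37 deg C. Lysis with anti-cAMP cryptate and cAMP-d2, 30 min RT, read 665/620 nm.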
ELG1 DNA repair: ELG1-dependent DNA repair inhibition; HEK293T ELG1-luciferase reporter, luminescence, 16 h; DNA damage induced by 5-fluorouridine; Potency, µM (titrated, usually from 46.1 µM), for the others: at the top dose activity change, negative = inhibition, actives largely listed as inhibitors; hit rate 2.3% among 330,000; AID 504467; further: potency means the concentration at half of the fitted maximal effect; on the % scale 0 is the no-effect control and ±100 the full control effect; nearly all actives have a fitted effect of over 55% in size
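Reporter activity after DNA damage by 5-fluorouridine is monitored. Compound-treated cells incubate 16 hr at 37 °C, then ONE-Glo is added for 30 min before luminescence reading.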
Chronic BCR inh: inhibitors of chronic active B-cell receptor signaling. AID 493014. Potency, µM (doses to about 46.1 µM), for inactives: at the highest dose ratio change, negative = lower green/red ratio, usual class: inhibitors. hit rate 0.05% among 340,000. ABC-DLBCL IkBa-CBG/CBR reporter, luminescence ratio, 4 h; active means well fitted inhibition curve with a large enough effect in the signal ratio, with a control signal flat, not every such curve was filed as active; inconclusive means small, poorly fitted or top-dose-only effect, or effect the other way, or a change in a side signal; the % refers to the signal ratio;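 further: potency means the concentration at half of the fitted maximal effect; plate controls were basal doxycycline-induced cells for no effect and cells given 10 µM MG132 for full effect; MG132 reads +100%, hits lower the ratio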
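Compounds up to 46 uM were incubated four hours with TMD8 cells whose green CBG68 luciferase is fused to IkappaBalpha; red CBR luminescence normalised the signal, and concentration-effect curves were fitted to fusion, red and ratio data.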
Eya2 phos inh: blocks the phosphatase activity of human Eya2; Potency, µM (highest dose often 76.9 µM), for the others: top-dose activity, negative = inhibition, hits mostly inhibitors; O00167; hit rate 0.006% among 330,000; recombinant Eya2, OMFP fluorescence dephosphorylation (OMFP is methylfluorescein phosphate); AID 488837; further: potency means the concentration at half of the fitted maximal effect; on the % scale 0 is the no-effect control and ±100 the full control effect
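Eya2 (0.2 uM) preincubated 10 min at ambient with compound, then OMFP substrate added at 50 uM; 10 min reaction in 50 mM HEPES pH 7.5, 50 mM NaCl, 5 uM MgCl2, 0.05% BSA, 1 mM DTT. Fluorescence read at Ex 485/Em 525 nm.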
* hit, by the source's call; ? = inconclusive; nt = no result given; [ ] = dose if it differs, or a comment. Unless noted, the call rests on the fitted dose curve; in most records, active means well fitted curve in the direction sought with a large enough effect; inconclusive means small, poorly fitted or top-dose-only effect, or another doubt; inactive means no such curve, though single readings can be large; an effect the other way counts as inactive or inconclusive.

SMILES | USP2a inh | uPA generation | TSG101-PTAP inh | Tb PFK block | B2AR arrestin | Mito fusion yeast | TCR act | TSHR antagonist | ELG1 DNA repair | Chronic BCR inh | Eya2 phos inh
COc1ccc(N(Cc2ccccc2)S(=O)(=O)c2cccc(C(=O)Nc3ncccc3C)c2)cc1 | 3% | -6% | -3% | -2% | 0.3% | 20% | 1% | 11 | -25% | 7% | 2%
CCOc1ccc(NC(=O)CN(C)C(=O)CN2C(=O)C3CC=CCC3C2=O)cc1OCC (configuration not stated) | 0% | -3% | -11% | 7% | 3.4% | -4% | 4% | -3 | 19% | 3% | -19%
CCOC(=O)CN(C(=O)COc1nc(-c2ccccc2)cc(C)c1C#N)c1cccc(OC)c1 | 2% | 5% | -7% | -8% | 5.0% | 10% | 2% | 3 | ? | ? | 2%
CCCCN(C(C)=O)C1CC(=O)N(c2ccc(OCCC)cc2)C1=O (configuration not stated) | -1% | 4% | -1% | 1% | -0.3% | -1% | -2% | 10 | 0% | 4% | -10%
Cc1cc(C)n(CC(=O)N/N=C/c2cc([N+](=O)[O-])ccc2O)n1 | 0% | -11% | 1% | 0% | 0.5% | 5% | -3%[46.1 µM] | 4 | ? | 0% | 8%
COc1cccc(C(c2nnnn2CCc2ccccc2)N2CCN(c3ccccc3)CC2)c1OC (configuration not stated) | 0% | 8% | -4% | -1% | -0.3% | 17% | 4%[46.1 µM] | 35 | -25% | 8% | 4%
CN1CCN(C(=O)CSc2nnc(COc3ccccc3)o2)CC1 | 1% | 0% | -2% | -6% | -0.6% | -1% | 9% | 2 | 21% | 0% | 5%
COc1ccc(NS(=O)(=O)c2cccc(C(=O)NN=C(C)c3ccco3)c2)cc1 | -1% | ? | -11% | -3% | -0.1% | nt | 1% | nt | 0% | 0% | -12%
Cc1csc(NC(=O)CSc2nnc(C)c(=O)n2N)n1 | 2% | -1% | -4% | -18% | -0.2% | 8% | -6% | 11 | -30% | ? | -24%
COc1ccc(NC(=O)c2ccc(OCc3c(C)noc3C)c(OC)c2)cn1 | 3% | -2% | -5% | -5% | 0.3% | -3% | 2% | -4 | 3% | 1% | 5%
O=C(COC(=O)C1CCC(=O)N1)Nc1ccccc1OC(F)F (configuration not stated) | -1% | 3% | -4% | -3% | -0.1% | nt | -1%[46.1 µM] | 18 | ? | -1% | 6%
CN(C)/C=C/C(=O)c1ccc(Cl)cc1 | 0% | nt | -5% | -2% | 3.7% | 3% | -5% | -21 | ? | 14% | 2%
CCC(c1nnc(SCC(=O)NNC(=O)c2ccccc2)n1Cc1ccccc1)N(C)C (configuration not stated) | -4% | 8% | -5% | -3% | -0.9% | -8% | 3% | 7 | 0% | -10% | 7%
C=CC[C@@H](CC(=O)NCCO)C(=O)NCCOC(=O)[C@@H](CC=C)Cc1ccc(F)cc1 | -1% | -8% | 1% | 0% | -0.6% | nt | 4% | -3 | -5% | -1% | 6%
COc1cc2c(cc1OC)C1(Nc3c-2c(-c2ccccc2)nn3-c2ccccc2)C(=O)Nc2ccccc21 (configuration not stated) | -1% | 13% | 0% | 0% | 0.1% | 4% | -17% | -4 | ? | 16% | -17%
C=CCn1c(COc2cccc(C)c2)nnc1SCC(=O)NC(=O)NCc1ccco1 | -10% | 4% | -9% | ? | -0.2% | -2% | 1% | 4 | 3% | -18% | 2%
Cc1csc2c(=O)sc(NC(=O)c3ccco3)nc12 | 0% | 4% | 0% | 0% | -0.8% | -1% | 0% | 6 | 4% | 13% | -12%
O=c1c2[nH]cnc2n(-c2ccccc2)c(=O)n1Cc1ccccc1 | 0% | ? | -1% | 3% | -0.5% | -4% | 1% | 28 | 21% | ? | -6%
Cc1cc(C)c(C#N)c(OCC(=O)c2ccc(Br)cc2)n1 | -9% | nt | -8% | 0% | -0.3% | 6% | 2% | -8 | -3% | ? | -21%
COc1cc(OC)cc(-c2c(-c3ccc(F)cc3)c3cc(-c4cnc(OC)nc4)ccc3n2C)c1 | -1% | 8% | -1% | 1% | -0.1% | 4% | -3% | 7 | ? | -6% | -17%
Cc1cccc(CN2CCN(CC(=O)NCCCN3CCCC3=O)C2=O)c1 | 2% | 4% | 0% | 0% | -0.3% | -3% | -17% | -3 | ? | 1% | 0%
Cn1c(=O)[nH]c(=O)c2[nH]c(CN3CCN(Cc4ccccc4)CC3)nc21 | 0% | 3% | -4% | 0% | 0.4% | -13% | -5% | -4 | 0% | 0% | -3%
Cc1ccc(C(=O)N/N=C\c2cc3c(cc2Br)OCO3)s1 | 0% | 8% | -2% | ? | 0.1% | 1% | -2%[46.1 µM] | -10 | -14% | -9% | 1%
COCC(C)n1c(SCC(=O)N2CCOCC2)nc2ccccc2c1=O (configuration not stated) | 4% | 12% | -3% | 8% | -1.5% | nt | nt | 25 | 17% | 1% | -30%
COC(=O)N/N=C/c1ccc(/C=N/NC(=O)OC)cc1 | 0% | 1% | -1% | 3% | 0.2% | 0% | 1% | 2 | 16% | -2% | 3%
Cc1ccc(SCc2cn3c(C)cc(C)nc3n2)cc1 | 3% | -4% | -4% | 2% | -0.3% | -5% | 2% | -3 | ? | -10% | 6%
O=c1[nH]cnc2scc(-c3ccccc3)c12 | -1% | 0% | -5% | -3% | 0.1% | 0% | 5% | -8 | 1% | 3% | -17%
COc1ccc(C2=C(C=C(C#N)C#N)C(c3ccccc3C)c3ccccc3O2)cc1OC (configuration not stated) | -12% | -4% | 1% | -2% | 12% | 22% | -2%[46.1 µM] | 4 | ? | -3% | 2%
CCOc1ccc(NC(=O)C(c2ccccn2)N(C(=O)CCl)c2ccc(OCC)cc2)cc1 (configuration not stated) | -1% | -5% | -5% | -12% | -0.2% | -4% | -1%[46.1 µM] | -7 | ? | 1% | 2%
CC(C)c1nc(SCC(=O)Nc2c[nH]c(=O)[nH]c2=O)c2cnn(-c3ccccc3)c2n1 | 2% | 1% | -7% | -27% | -0.9% | 5% | 1% | -1 | -11% | 1% | 4%
O=C(CCN1C(=O)C2C3C=CC(C3)C2C1=O)Oc1ccc2ccccc2c1 (configuration not stated) | 3% | -3% | -4% | 3% | 0.0% | 2% | -2% | -8 | 13% | 3% | -1%
CCCc1cc(=O)oc2cc(C)cc(OC(C)C(=O)NCC3CCC(C(=O)O)CC3)c12 (configuration not stated) | 1% | 3% | -7% | 0% | -0.2% | 2% | -1% | -15 | -17% | 0% | 2%
CC(NC(=O)Nc1ccc(F)cc1)c1ccc2c(c1)OCO2 (configuration not stated) | 0% | -2% | 0% | -9% | 0.0% | -1% | 7% | 18 | 0% | 1% | -2%
CC(C)(C)NC(=S)N/N=C\c1ccc(-c2ccc([N+](=O)[O-])cc2)o1 | -2% | -3% | -2% | -1% | -0.5% | 11% | 7% | 2 | 21µM* | 10% | -4%
C#CCn1c(=NC(=O)c2cccs2)sc2cccc(OCC)c21 | 4% | -7% | -2% | -1% | 0.4% | 5% | 4% | -33 | -11% | 16% | 8%
CCC(C)(NC(=O)c1ccccn1)C(=O)NC1CCCCC1 (configuration not stated) | 1% | 3% | -4% | -3% | 3.6% | 1% | 2% | 2 | ? | 3% | -15%
Cc1ccc(S(=O)(=O)NNC(=O)C2CCN(S(=O)(=O)c3ccc(C)cc3)CC2)cc1 | 1% | 6% | -2% | 5% | 6.0% | -1% | -1% | 5 | -2% | -1% | 4%
N#Cc1nc(-c2cccs2)oc1N1CCN(Cc2ccccc2)CC1 | -2% | -3% | 1% | -3% | -0.7% | ? | 6% | 11 | ? | 0% | 1%
CC(C)C(c1nnnn1Cc1ccc(F)cc1)N1CCN(Cc2ccc3c(c2)OCO3)CC1 (configuration not stated) | 2% | 1% | 1% | -1% | -0.2% | -6% | -3% | -22 | ? | -1% | -8%
Cc1ccc(S(=O)(=O)CC(=O)Nc2ncc([N+](=O)[O-])s2)cc1 | -5% | -1% | -3% | 5% | 0.0% | 19% | 1% | -20 | -25% | ? | -13%

Rows were taken by chance; 3% or so of the library scored in one or more.
